p47phox inh – p47phox (human) inhibition; P14598; p47phox/p22phox peptide binding, fluorescence polarization, 2 h; inhibition, % at 24.7 µM; 0.53% of 220,000 active; AID 1274;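 active = inhibition above about 30%, limit read from the data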;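 also: 0% = p47phox with labelled peptide and 100% = labelled peptide alone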
Runt-SMMHC FRET – inhibitors of human RUNX1 Runt domain binding to CBFb-SMMHC; Q01196+Q13951; Cerulean-Runt/Venus-CBFb-SMMHC FRET ratio 530/480, 1 h; inhibition, % at 20 µM; 0.74% of 220,000 active;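 active = mean inhibition across duplicate retests at 20 µM reaching about 50%, limit read from the data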;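 also: 0% = DMSO wells and 100% = wells with excess untagged CBFb-SMMHC; inhibitors lower the FRET ratio by blocking Runt binding to CBFb-SMMHC; some results filed as inactive read as strong as hits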
TRPML3 agonist – human mucolipin-3 channel agonism | HEK293 TRPML3-YFP, Fluo-8 calcium fluorescence; 100% = the carbachol control signal | Q8TDD5 | activation, % at 3 µM | 0.29% of 220,000 active;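 active = activation above its plate's cutoff, the mean activation of the plate's test wells plus 3 SD, cut at about 12% in these data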;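 also: 0% = DMSO only wells and 100% = carbachol wells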
Target sequence (Q8TDD5 whole entry, looked up): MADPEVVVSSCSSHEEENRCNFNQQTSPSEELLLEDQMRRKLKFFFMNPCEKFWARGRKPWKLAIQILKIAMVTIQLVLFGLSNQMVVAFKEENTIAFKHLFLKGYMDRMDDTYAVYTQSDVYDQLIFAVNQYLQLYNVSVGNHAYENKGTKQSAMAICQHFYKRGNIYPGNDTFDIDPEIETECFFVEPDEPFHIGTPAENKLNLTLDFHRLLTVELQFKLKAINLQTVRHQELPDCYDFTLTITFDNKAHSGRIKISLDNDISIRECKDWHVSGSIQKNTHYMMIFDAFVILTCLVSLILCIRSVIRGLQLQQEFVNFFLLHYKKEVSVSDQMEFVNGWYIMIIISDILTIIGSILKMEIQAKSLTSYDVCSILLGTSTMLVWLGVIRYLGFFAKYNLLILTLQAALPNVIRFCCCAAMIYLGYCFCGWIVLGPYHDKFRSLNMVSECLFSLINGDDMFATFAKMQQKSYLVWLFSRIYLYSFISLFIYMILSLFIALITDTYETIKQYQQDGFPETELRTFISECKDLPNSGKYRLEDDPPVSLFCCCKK
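system = HEK293 cells stably carrying human TRPML3-YFP | doses = one concentration, 3 µM nominal, 0.3% DMSO | timing = dye loading 1 h 37 °C then 30 min ambient, 125 s read | detection = Fluo-8 calcium dye fluorescence, ex 470-495, em 515-575 nm | benchmarks = high control carbachol 87 µM, low control DMSO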
TNF necrop inh – TNF-alpha cell death inhibition in Jurkat FADD-/- cells; 0.068% of 220,000 active; AID 463075; Jurkat FADD-/- TNF necroptosis rescue, ATP luminescence, 24 h; 0 = TNF only, 100 = no-TNF cells; activation (protection from cell death), % at 10 µM;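 active = activation, meaning protection from cell death, of at least 50% relative to plate controls; inactive = activation below 50%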;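 also: necroptosis triggered by 40 ng/mL TNF-alpha added together with compound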
EBV gp42 block – EBV gp42 inhibition; Fluorescence polarization binding assay, mP read-out; inhibition, % (tested at 21.74 µM); 0.42% of 220,000 active; AID 1085; in the data active = inhibition above about 50%
CHOP inh – blocks CHOP induction under ER stress | inhibition, % at 10 µM | 3.8% of 220,000 active | AID 2732 | CHO-K1 CHOP-promoter luciferase, tunicamycin-induced, 15-18 h;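 active = compounds that reduced the stress-induced luciferase reporter signal by more than about 70% of percent inhibition, limit read from the data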;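 also: 0% = tunicamycin plus vehicle and 100% = wells without tunicamycin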
PPC-1+TRAIL kill – compounds killing PPC-1 cancer cells with TRAIL present (potentiator screen, no TRAIL-free arm). PPC-1 cells + TRAIL, ATPLite viability luminescence. 0.41% of 220,000 active. AID 1443. cell killing (% activity), % at 4 µM;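 active = cell killing above 50% in the first pass at 4 µM, then a duplicate retest at 5 µM averaging 50% or more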;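 also: plate controls were cells with TRAIL plus DMSO for no effect and medium-only wells lacking cells for full effect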
MDM2 E3 inh – Mdm2 E3 ligase (human) inhibition. cell-based MDM2 ubiquitination luciferase reporter, 2 h; 0 = plate control, 100 = twice control, blank-subtracted. signal enhancement, % at 5 µM. 0.11% of 210,000 active;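 active = signal enhancement of 30% or more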;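 also: luminescence tracks abundance of the self-degrading MDM2-luciferase fusion protein; higher signal means inhibition of MDM2 E3 ligase activity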
Target sequence (Q00987 whole entry, looked up, the tested form may be a part): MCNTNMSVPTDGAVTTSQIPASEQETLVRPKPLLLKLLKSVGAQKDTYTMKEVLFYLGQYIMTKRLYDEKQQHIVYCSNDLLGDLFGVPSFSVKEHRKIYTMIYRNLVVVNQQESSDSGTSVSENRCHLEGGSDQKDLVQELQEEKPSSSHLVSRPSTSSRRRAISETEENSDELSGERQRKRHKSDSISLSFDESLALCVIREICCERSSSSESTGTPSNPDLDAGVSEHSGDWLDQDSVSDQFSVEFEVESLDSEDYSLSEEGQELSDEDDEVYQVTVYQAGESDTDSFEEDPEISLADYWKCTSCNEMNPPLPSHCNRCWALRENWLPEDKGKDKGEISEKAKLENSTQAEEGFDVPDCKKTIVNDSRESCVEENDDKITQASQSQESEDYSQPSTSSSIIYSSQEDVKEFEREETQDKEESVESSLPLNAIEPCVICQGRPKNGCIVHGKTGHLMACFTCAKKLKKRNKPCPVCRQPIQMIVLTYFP
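Assay system: stable mammalian line carrying autodegrading MDM2–luciferase fusion reporter; Input: 2000 cells in each well; Compound dosing: single-point 5 µM; Schedule: 2 h compound exposure at 37 °C; Signal: SteadyLite luciferase luminescence after 15 min room-temperature reagent incubation; Evaluation: % luminescence enhancement versus blank-corrected plate control mean; Benchmarks: plate controls and plate blanks.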
TRPN1 ag – activates the zebrafish TRPN1 channel. activation, % at 3 µM. HEK293 zebrafish TRPN1-YFP, Fluo-8 calcium fluorescence; 100% = response to 87 µM carbachol. 0.18% of 220,000 active;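 active = activation above its plate's cutoff, the mean activation of test wells on that plate plus 3 SD, cut at about 19% in these data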;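 also: 0% = DMSO alone and 100% = 87 µM carbachol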
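Material: zebrafish TRPN1-YFP in HEK293 cells. Doses: one dose of 3 µM, 0.3% DMSO. Incubation: dye 1 h 37 °C plus 30 min RT. Measured by: intracellular calcium fluorescence with Fluo-8.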
Numbers without * were called inactive; x = no result given.

SMILES	p47phox inh	Runt-SMMHC FRET	TRPML3 agonist	TNF necrop inh	EBV gp42 block	CHOP inh	PPC-1+TRAIL kill	MDM2 E3 inh	TRPN1 ag
COc1ccc(C(=O)CSc2nnc(NC(=O)C3CC(=O)N(c4ccccc4C)C3)s2)cc1 (centres undefined)	-25	-12	0.6	0.7	-39	0	18	-4	4.6
Cc1cc(=O)[nH]c(-c2ccc(C(F)(F)F)cc2)n1	-9	0	-0.1	1.0	-3	5	14	-7	0.8
CCCCc1cc(=O)oc2cc(O)ccc12	-1	86*	0.3	-2.1	0	15	11	-9	0.2
c1ccc(Cn2nnc(CNc3ccccc3)c2-c2c(CNc3ccccc3)nnn2Cc2ccccc2)cc1	-12	3	x	0.8	-11	15	4	9	x
C/C(=N\OCC(=O)Nc1ccc(Br)cc1)c1cccs1	1	1	0.3	1.7	-9	-2	-5	-4	-0.3
CCN(CC)S(=O)(=O)c1cc(C(=O)OCC(=O)Nc2ccc(-c3nc4ccc(C)cc4s3)cc2)ccc1F	-13	-38	0.7	0.6	-9	36	28	-42	0.8
O=C(OCC(=O)N1CCCCCC1)c1cccs1	-10	7	-0.2	1.7	-15	-6	6	3	1.1
O=C(O)CC1(CC(=O)Nc2ccc(F)c(Cl)c2)CCCCC1	-12	1	0.8	2.5	-10	19	7	-6	-0.9
Nc1ccc2c(c1)COC2=O	6	1	0.9	0.2	-9	45	1	-10	2.1
Cc1ccccc1C(C(=O)NCc1ccco1)N(CC1CCCO1)C(=O)Cn1nnc2ccccc21 (centres undefined)	5	-9	0.3	-0.9	-22	-2	15	-32	-0.4
CCOc1ccc(C2C(C(=O)c3cccs3)=C(O)C(=O)N2CCCn2ccnc2)cc1 (centres undefined)	x	-6	0.5	-1.9	x	x	12	x	1.9
COc1ccc(/C=C/C(=O)OCC(=O)Nc2cc3oc4ccccc4c3cc2OC)cc1	-4	0	1.0	0.5	-14	37	8	2	1.3
N#Cc1ccc(COC(=O)CSc2nnc(C3CCCCC3)n2N)cc1	-3	3	-0.9	1.4	-14	61	4	-5	0.0
O=C(COC(=O)CCNS(=O)(=O)c1ccc2c(c1)OCCO2)NC1CCCc2ccccc21 (centres undefined)	-8	4	1.9	6.7	-27	63	18	1	1.6
COC(=O)c1ccc(NC(=O)NC2CCCCC2)cc1	1	0	1.1	3.8	-14	-12	40	-1	0.8
COc1ccc(-n2c(C)cc(C(=O)COc3ccc(-n4cnnn4)cc3)c2C)cc1	-6	-1	0.6	-3.3	-11	-8	-9	-7	1.3
CCOC(=O)c1c(C)c(C(=O)NC2CCCCCC2)c(C)n1C	-27	4	0.5	1.1	-12	11	-3	7	1.2
CCOc1ccc(CCNC(=O)C2CCN(c3ccc(N4CCOCC4)nn3)CC2)cc1OCC	x	9	-0.1	-0.2	x	x	7	-14	-1.4
CCOc1cccc(CNn2cnnc2)c1OCc1ccccc1	-14	1	0.2	-0.6	-17	8	14	-21	0.1
COc1ccccc1CCNC(=O)CSc1nc(-c2ccco2)cc(C(F)(F)F)n1	-10	-1	0.2	0.5	-15	57	28	-19	0.1

Single entries from the entries so far:
Under CHOP inh, Nc1ccc2c(c1)COC2=O has 45
Under CHOP inh, O=C(COC(=O)CCNS(=O)(=O)c1ccc2c(c1)OCCO2)NC1CCCc2ccccc21 (centres undefined) has 63

The list goes on:
SMILES	p47phox inh	Runt-SMMHC FRET	TRPML3 agonist	TNF necrop inh	EBV gp42 block	CHOP inh	PPC-1+TRAIL kill	MDM2 E3 inh	TRPN1 ag
COc1ccc(C(=O)Nc2ccc(-c3cn4ccsc4n3)cc2)cc1S(=O)(=O)N1CCOCC1	-7	-3	0.5	-4.0	-11	-19	6	-23	2.4
COc1cccc(N2C(=O)C(CC(=O)Nc3ccc(F)cc3)N(C3CCCCC3)C2=O)c1 (centres undefined)	-18	2	0.3	-0.3	-9	32	5	-14	1.2
CCN(CC)c1ccc(/C=C(/C#N)C(=O)NCc2ccccc2)o1	-20	-19	14*	1.5	-353	31	-5	3	9.1
O=C1N(Cc2ccc(F)cc2)CCN1c1ccc(F)cc1	-69	2	0.1	24	13	14	11	-26	0.2
COc1ccc2nc(C)cc(Nc3ccccc3O)c2c1	-9	4	0.1	1.8	-3	3	22	-25	-0.5
O=C(COc1ccc(Br)cc1)Nc1ccncc1	-12	-1	0.8	-5.2	-5	30	-6	-16	2.1
CC1(NC(=O)NCc2ccccc2)CCS(=O)(=O)C1 (centres undefined)	-2	2	1.1	-0.2	-9	7	30	-5	0.8
O=C1ON=C(c2ccccc2)/C1=C/c1cccnc1	4	3	-0.3	-0.4	8	25	12	-15	0.8
Cc1cc(=O)n2nc(N3CCCC3C(=O)NCc3ccccn3)sc2n1 (centres undefined)	-7	1	1.1	1.6	3	-7	6	-16	1.0
Cc1cc2oc(C(=O)Nc3ccc(S(=O)(=O)Nc4nccs4)cc3)cc(=O)c2cc1Cl	-53	-14	0.4	0.8	22	-12	12	-7	0.2
COC(=O)COc1ccc2c(-c3ccc(OC)cc3)cc(=O)oc2c1	-2	1	0.0	-0.2	3	0	-23	-17	-0.2
COc1ccc(C2c3[nH]c4ccccc4c3CCN2Cc2ccoc2)c(F)c1 (centres undefined)	-10	13	-0.3	0.7	6	13	-11	-3	-1.7
Cc1ccc(C(=O)N(CC(=O)NC2CCCC2)Cc2cccs2)s1	-10	-2	-0.1	-1.5	-5	19	22	6	-0.2
COc1ccccc1NS(=O)(=O)c1ccc(OC)c(OC)c1	2	3	1.3	-0.8	-9	-3	-10	-5	-0.4
Cn1c(=O)c(=O)n(C)c2cc(S(=O)(=O)Nc3ccc(OC(F)(F)F)cc3)ccc21	-10	0	0.1	-1.4	-15	70	-11	-7	0.2
CCn1c(SCC(=O)OC(C)C)nnc1-c1cccc(Cl)c1	-7	2	-0.3	2.8	0	30	-12	-3	-2.2
Cc1ccc(Cl)cc1N1CCN(CC(=O)Nc2ccc(CN3CCCCC3)cc2)CC1	-25	2	8.7	-0.4	0	38	-2	-7	14
CN1CCN(C2=NC(=O)/C(=C/c3cn[nH]c3-c3ccccc3)S2)CC1	-15	2	0.1	-1.3	-17	10	16	-4	1.9
Cc1ccc(NC(=O)Nc2cccs2)nc1	0	-1	-0.3	3.7	-12	-15	20	-14	-1.2
CCCCCCNC(=O)CCCCCNS(=O)(=O)c1ccc(OC)cc1	-2	0	-1.2	6.1	5	47	14	0	-1.6

Five compounds from above, reduced to CHOP inh:
Structure	CHOP inh
CC1(NC(=O)NCc2ccccc2)CCS(=O)(=O)C1 (centres undefined)	7
O=C1ON=C(c2ccccc2)/C1=C/c1cccnc1	25
Cc1cc(=O)n2nc(N3CCCC3C(=O)NCc3ccccn3)sc2n1 (centres undefined)	-7
Cc1cc2oc(C(=O)Nc3ccc(S(=O)(=O)Nc4nccs4)cc3)cc(=O)c2cc1Cl	-12
COC(=O)COc1ccc2c(-c3ccc(OC)cc3)cc(=O)oc2c1	0

Later entries.
SMILES	p47phox inh	Runt-SMMHC FRET	TRPML3 agonist	TNF necrop inh	EBV gp42 block	CHOP inh	PPC-1+TRAIL kill	MDM2 E3 inh	TRPN1 ag
O=C(Nc1ccc(-c2nc3ccccc3o2)cc1)c1cccnc1	-8	-4	1.6	-3.3	-8	14	14	-11	4.9
CC(C)c1ccc(C(=O)N(c2ccccn2)C(C)c2ccco2)cc1 (centres undefined)	-10	2	-0.6	0.3	-18	12	34	-24	0.8
COc1ccc(CNc2nc3ccccc3n2Cc2ccc(Cl)cc2)cc1OC	-2	0	0.1	1.4	9	46	7	-10	-0.5
CC(=O)Nc1ccc(SC[C@H](CC(C)C)N2CCN(CC(C)C)CCC2=O)cc1	-1	3	x	0.8	-6	-19	-6	9	x
COCCn1c(SC2CCCCC2=O)nnc1-c1ccncc1 (centres undefined)	-5	-9	0.9	0.2	-3	14	16	-5	0.9
CC(C)(C)Cn1c(=O)[nH]c(=O)c2cc([N+](=O)[O-])cnc21	3	5	0.8	-0.6	-12	5	10	0	2.0
Cc1cc2nnc(SCC(=O)N3C(C)CCCC3C)n2c(N)n1 (centres undefined)	54*	1	1.0	0.2	-12	4	26	-13	0.9
Cc1nc(N=C(N)N)nc2c(C)cccc12	x	0	0.6	2.2	-3	11	17	-19	-0.2
O=C(Nc1cccn(Cc2c(Cl)cccc2Cl)c1=O)c1c(Cl)cccc1Cl	-36	0	-0.7	-5.5	-17	30	-10	-8	-1.1
CCc1ccc(OCC(=O)Nc2ncn[nH]2)cc1	-8	1	0.7	0.3	-5	22	15	-20	0.5
O=C(Cc1cccs1)NC(c1ccccc1)c1ccccc1	x	2	-0.5	-0.5	-1	22	8	2	-1.9
Cc1ccc(C(=O)/C=C/N(C)C)cn1	4	-6	1.4	2.4	7	9	8	-2	-0.1
CCOc1ccc(CNc2ccc(N3CCOCC3)c(C(=O)O)c2)cc1	-7	-1	-0.3	-1.2	-8	34	-8	0	0.8
Cc1nc(S(=O)(=O)Cc2ccc(Cl)cc2)nc2c1CCC2	-8	-4	0.1	0.5	-2	-2	12	12	0.3
COc1ccc(Nc2nc(N3CCCC3)c3ccccc3n2)cc1	21	2	0.5	-14	-9	57	3	8	-1.5
CN(C)c1ccc(/C=N/NC(=O)c2nnn(-c3nonc3N)c2COc2ccc(F)cc2)cc1	-8	-70	0.1	2.3	-13	-18	-3	-11	2.0
O=C(CCc1ccc(S(=O)(=O)N2CCOCC2)cc1)NN=C1CCCCCCC1	-13	2	0.9	1.4	-7	3	-6	-10	0.2
N/C(=N\OC(=O)CCC1CCCC1)c1ccccc1	-5	-6	1.1	0.1	3	-1	-2	-21	0.5
O=C(NC1CCCCC1)C1CCCN(S(=O)(=O)c2cccs2)C1 (centres undefined)	7	-8	0.3	2.0	-22	-14	35	-6	1.4
O=S1(=O)C=C(N2CCCCC2)c2ccccc21	-21	0	1.0	-1.7	-9	-9	17	-11	0.6
O=C(CSc1n[nH]c(=O)[nH]c1=O)N/N=C/c1ccccc1	-6	1	1.1	1.0	0	7	26	-12	1.1
Cc1n[nH]c(C)c1NC(=O)c1cc([N+](=O)[O-])ccc1Cl	4	1	0.0	0.1	-14	16	9	18	0.9
CN1CC(c2ccc(C#N)cc2)C2(COc3ccccc3C2=O)C12C(=O)Nc1ccccc12 (centres undefined)	-10	-2	-0.3	-2.6	-8	36	2	19	3.3
O=C(Cc1ccccc1[N+](=O)[O-])NCc1ccc(Cl)cc1Cl	3	3	-0.5	4.3	5	-6	38	-15	-0.9
Nc1c(-c2ccccc2)c(CSc2nc3ccccc3[nH]2)nn1-c1cccc(C(=O)O)c1	2	0	0.0	0.7	-2	13	-5	-13	0.4
Cc1c(C(=O)c2ccccc2)oc2ccc3ccccc3c12	2	-2	0.0	5.9	-14	-29	1	-13	1.5
